Compound activity: PubChem BioAssay, National Center for Advancing Translational Sciences (NCATS)
Pf growth 48h: Primary qHTS for delayed death inhibitors of the malarial parasite plastid, 48 hour incubation; P. falciparum luciferase growth in erythrocytes, 48 h; Potency, µM (doses to about 28.7 µM), without a hit: at the highest dose activity change, negative = inhibition, hits mostly inhibitors; 5.9% of 310,000 active; note: potency is the fitted concentration of half-maximal effect; % is set by controls: 0 for no effect and ±100 for the full control effect
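Read-out is firefly luciferase luminescence from an integrated reporter in P. falciparum, so falling signal marks reduced parasite growth. Infected erythrocytes were at 2% hematocrit and 0.1% parasitemia (final) in Albumax-supplemented RPMI 1640.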
Pf growth 96h: Primary qHTS for delayed death inhibitors of the malarial parasite plastid, 96 hour incubation; P. falciparum luciferase reporter growth, 96 h; AID 504834, 2011; 6.9% of 320,000 active; Potency, µM (series often up to 28.7 µM), for the others: at the top dose activity change, negative = inhibition, hits mostly inhibitors; note: potency is the fitted concentration of half-maximal effect; % is set by controls: 0 for no effect and ±100 for the full control effect
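Parasite growth measured via integrated firefly luciferase reporter in P. falciparum. Infected erythrocytes at 2% hematocrit, 0.05% parasitemia final were treated 96 hours at 37 C under 5% CO2, and luminescence was read.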
CHX counter: Cycloheximide Counterscreen for Small Molecule Inhibitors of Shiga Toxin | AID 2314, 2010 | cell reporter, cycloheximide protein synthesis inhibition counterscreen | max response, % | 12% of 300,000 active; in the data active = max response mostly above about 13%, no sharp cut-off; inactive = mostly below about 14%; note: read at 38.3 µM for the half of the compounds with a filed dose; 0% is about no effect
Shiga inhibitor: A qHTS for Small Molecule Inhibitors of Shiga Toxin; inhibition, % at 38.7 µM; 9.2% of 290,000 active; Vero cells, Shiga toxin protein synthesis inhibition reporter; AID 2315, 2010; in the data active = inhibition mostly above about 28%, no sharp cut-off; inactive = mostly below about 43%; note: 0% is about no effect
AMA1 RON2 block: qHTS for Inhibitors of AMA1-RON; Towards Development of Antimalarial Drug Lead: Primary Screen | 0.2% of 360,000 active | AlphaScreen AMA1-biotinylated RON2 peptide binding | Potency, µM (doses to about 58.2 µM), without a hit: top-dose activity change, negative = inhibition, most hits filed as inhibitors | AID 720542, 2013 | Plasmodium falciparum AMA1 (3D7) - RON2 peptide interaction;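 note: potency is the fitted concentration of half-maximal effect; 0% = vehicle wells and -100% = peptide control; nearly all actives have a fitted effect of over 45% in size; some results filed as inactive show a strong effect at the top dose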
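AMA1 (3D7) with his tag at 25 nM final met compounds first, then biotinylated RON2 peptide at 25 nM; detection used donor plus acceptor beads, 10 µg/mL apiece, read by AlphaScreen after 30 min at room temperature.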
TbPYK inhibitor: qHTS of Trypanosoma Brucei Inhibitors. pyruvate kinase (Trypanosoma brucei), Q57TT1. TbPYK enzyme, Kinase-Glo Plus ATP luminescence, 45 min. Potency, µM (titrated, usually from 76.8 µM), for inactives: top-dose activity, negative = inhibition, most hits filed as inhibitors. 0.12% of 410,000 active; note: potency is the fitted concentration of half-maximal effect; % is set by controls: 0 for no effect and ±100 for the full control effect; nearly all actives have a fitted effect of over 50% in size
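T. brucei PYK with substrate was exposed to pin-transferred compounds across a concentration series, then started with 130 uM ADP (final). After 45 min at room temperature, Kinase-Glo Plus luminescence was read, normalized and curve-fitted.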
LmPK inhibitor: qHTS Assay for Inhibitors of Leishmania Mexicana Pyruvate Kinase (LmPK) | Q27686 | purified LmPK, Kinase-Glo ATP luminescence, 1 h | Potency, µM (series often up to 57.5 µM), without a hit: at the top dose activity change, negative = inhibition, most hits filed as inhibitors | 0.37% of 290,000 active | AID 1721, 2009; note: potency is the fitted concentration of half-maximal effect; % is set by controls: 0 for no effect and ±100 for the full control effect
Target sequence (Q27686 whole entry, looked up): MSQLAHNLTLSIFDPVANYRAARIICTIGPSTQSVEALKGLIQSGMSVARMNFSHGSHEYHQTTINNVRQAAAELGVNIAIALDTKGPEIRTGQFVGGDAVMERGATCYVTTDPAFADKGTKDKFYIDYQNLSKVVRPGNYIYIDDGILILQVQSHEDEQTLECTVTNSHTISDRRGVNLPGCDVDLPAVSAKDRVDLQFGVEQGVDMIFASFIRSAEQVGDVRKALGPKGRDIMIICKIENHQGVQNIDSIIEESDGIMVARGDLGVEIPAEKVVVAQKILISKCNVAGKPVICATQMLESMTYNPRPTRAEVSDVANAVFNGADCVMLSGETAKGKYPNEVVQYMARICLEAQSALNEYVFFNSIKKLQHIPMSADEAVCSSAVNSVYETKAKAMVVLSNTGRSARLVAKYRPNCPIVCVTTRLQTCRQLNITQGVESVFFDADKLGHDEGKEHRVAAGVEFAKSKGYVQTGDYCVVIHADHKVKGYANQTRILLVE
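ATP generated from ADP (0.1 mM) and PEP (0.5 mM) by 0.1 nM LmPK over 1 h at room temperature (pH 7.2 imidazole buffer) was detected by coupled luciferase luminescence. Values were normalized to uninhibited and no-enzyme wells.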
The depositor's hits bear a star; i = inactive; ? = inconclusive; nt = not tested or not shown; [ ] = dose if it differs, or a comment. Unless noted, calls come from the whole dose curve; as a rule, active = well fitted curve in the direction sought with a large enough effect; inconclusive = small, poorly fitted or top-dose-only effect, or another doubt; inactive = no such curve, though single readings can be large; an effect the other way counts as inactive or inconclusive.

SMILES	Pf growth 48h	Pf growth 96h	CHX counter	Shiga inhibitor	AMA1 RON2 block	TbPYK inhibitor	LmPK inhibitor
COc1ccccc1/C=C/C(=O)Nc1ccc2c(c1)OCCO2	327%[activator]	13µM*	56*	99*	5%	4%	-5%
C=CCn1c(C23CC4CC(CC(C4)C2)C3)n[nH]c1=S	?	?	-3	-7	74%[activator]	?	-22%
CCn1c(CSc2nnc(-c3ccncc3)n2C)nc2cc(C(=O)O)ccc21	-2%	7%	-4	3	19%	-5%	3%
CCc1ccccc1NC(=S)N(CCN(C)C)C(C)c1ccccn1 (centres undefined)	-3%	nt	2	-3	-35%	-4%	2%
N#CC(Sc1ccccn1)c1ccc(Cl)cc1Cl (centres undefined)	?	?	11	-3	0%	-6%	8%
CCN(CC)S(=O)(=O)c1cccc(C(=O)NCC2CCCO2)c1 (centres undefined)	nt	-28%	-2	-2	3%	2%	-8%
Cc1ccccc1N1C(=O)CSC1=C(C#N)C#N	60%	54%[activator]	5	7	16%	2%	-7%
CC1(NC(=O)N2CCOCC2)CCS(=O)(=O)C1 (centres undefined)	29%	107%[activator]	-2	-12	5%	4%	-2%
COC(C[C@H](O)C[C@@H](O)[C@H](C)OCc1ccccc1)OC	48%[activator]	4%	-5	-6	0%	-6%	-1%
Cc1ccc(C(=O)N[C@H](C(=O)NC2CCCCCCC2)C(C)C)cc1	?	?	nt	nt	-6%	-1%	nt
O=C(NC1CCSc2ccccc21)c1cccc([N+](=O)[O-])c1 (centres undefined)	1.5µM*	2.3µM*	23	48*	0%	6%	-5%
NC(=O)Cn1nc([N+](=O)[O-])nc1Oc1ccccc1C(=O)N1CCOCC1	24%	22%	6	-17	2%	6%	-6%
COCCNC(=O)NC1(C(F)(F)F)Oc2ccc(Cl)cc2O1 (centres undefined)	?	21%	-3	-19	8%	-1%	1%
COc1ccc(Cl)cc1S(=O)(=O)NCc1cccs1	3%	nt	-1	-5	10%	1%	-5%
CCOC(=O)c1ccccc1Oc1c(F)c(F)nc(NCCO)c1F	2%	-13%	1	-43	0%	-3%	4%

Part of the list above, with two lines to a compound:
Second line of a record – Pf growth 48h | Pf growth 96h | CHX counter | Shiga inhibitor | AMA1 RON2 block | TbPYK inhibitor | LmPK inhibitor
- CCn1c(CSc2nnc(-c3ccncc3)n2C)nc2cc(C(=O)O)ccc21
→ -2% | 7% | -4 | 3 | 19% | -5% | 3%
- CCc1ccccc1NC(=S)N(CCN(C)C)C(C)c1ccccn1 (centres undefined)
→ -3% | nt | 2 | -3 | -35% | -4% | 2%
- N#CC(Sc1ccccn1)c1ccc(Cl)cc1Cl (centres undefined)
→ ? | ? | 11 | -3 | 0% | -6% | 8%
- CCN(CC)S(=O)(=O)c1cccc(C(=O)NCC2CCCO2)c1 (centres undefined)
→ nt | -28% | -2 | -2 | 3% | 2% | -8%

Following part
SMILES	Pf growth 48h	Pf growth 96h	CHX counter	Shiga inhibitor	AMA1 RON2 block	TbPYK inhibitor	LmPK inhibitor
COc1cc2c(cc1OC)C(c1ccccc1C(F)(F)F)CC(=O)N2 (centres undefined)	?	?	1	8	-6%	-2%	0%
CCN(CC)S(=O)(=O)c1ccc(-c2cn3ccc(C)cc3n2)cc1	171%[activator]	?	46*	nt	4%	4%	6%
CC1CCC(C(C)C)C(O)C1 (centres undefined)	9%	11%	-8	-3	nt	4%	nt
Cc1cc(C)cc(NC(=O)COC(=O)CCC2CCCC2)c1	-1%	46%[activator]	nt	nt	28%	-4%	nt
CCOC(=O)c1sc(NC(=O)c2cccnc2)c(C#N)c1C	40%[activator]	?	-2	20	9%	-3%	4%
COc1ccc(S(=O)(=O)NC2CCCCC2)cc1C(=O)N1CCCCC1	?	?	1	-4	17%	4%	1%
COc1ccc(OCC(=O)N2CCN(Cc3ccc4c(c3)OCO4)CC2)cc1	-12%	-1%	-5	-7	24%	2%	2%
CCOC(=O)c1c(P(=O)(N2CCOCC2)N2CCOCC2)noc1N	24%	484%[activator]	-1	12	10%	2%	-1%
O=C(c1ccccc1F)N1CCN(S(=O)(=O)c2ccc(S(=O)(=O)N3CCCCC3)cc2)CC1	14%	31%[activator]	-4	-8	16%	1%	0%
COc1ccc(S(=O)(=O)Nc2cccc(-n3cnnn3)c2)cc1OC	15%	37%[activator]	-5	-7	10%	-7%	6%
CCOc1ccc(C(=O)Nc2c3c(nn2-c2cccc(Cl)c2)CS(=O)C3)cc1 (centres undefined)	-9%	25%	0	13	-11%	-3%	1%
Cc1cccc(/C=N/c2sc3c(c2C(=O)OC(C)(C)C)CCN(C)C3)c1O	?	1.9µM*	-3	-10	-7%	2%	6%
N#C/C(=C\c1cccnc1)C(=O)Nc1ccc(O)cc1F	1%	3%	-4	-4	-2%	-8%	3%
O=C(COc1ccccc1C(=O)NCC1CCCO1)Nc1ccc(Cl)cc1Cl (centres undefined)	-7%	23%	-2	-24	-8%	-3%	2%
Cc1ccc(-c2nnc3n2CCCCC3)cc1	28%	20%	-2	-18	9%	0%	0%
CCCCCCC(C)n1[nH]c(=O)c2c(C)cc(=O)[nH]c21 (centres undefined)	2%	-95%	4	-4	44%[activator]	-10%	-5%
CCn1ccnc1C(O)c1cccc2ccccc12 (centres undefined)	22%	?	-1	-5	9%	-1%	-3%
O=C(O)c1ccc(Cn2cnc3sc4c(c3c2=O)CCCC4)cc1	8%	2%	12	14	-19%	11%	-1%
COCC(=O)N=Nc1c(O)[nH]c2ccccc12	33%[activator]	6%	4	27	-1%	-4%	-1%
COc1ccc(NC(=O)C2C(=O)N(C)C3(C)CC2c2ccccc2O3)cc1 (centres undefined)	-1%	0%	-1	18	-16%	-5%	-2%
Cc1ccc(COn2c(-c3ccc(Cl)cc3)nc3ccc([N+](=O)[O-])cc32)cc1	82%[activator]	54%[activator]	49*	105*	6%	-4%	3%
Cc1ccc(S(=O)(=O)N2CCC(C(=O)NNC(=O)c3ccc(F)cc3)CC2)cc1	-3%	-10%	1	-6	23%	-4%	-5%
O=C(Nc1ccc2c(c1)OCCO2)c1coc2ccccc2c1=O	51%[activator]	i	48*	60*	3%	?	7.9µM*
CCCS(=O)(=O)Nc1ccc2cn[nH]c2c1	2%	-3%	12	20	1%	3%	-2%
S=C(c1ccc(-c2ccccc2Cl)o1)N1CCOCC1	129%[activator]	nt	24*	93*	-29%	-31%	-2%
CC(C)(C)c1ccc(NC(=S)NCc2cccs2)cc1	nt	?	23*	54	76%[activator]	1%	6%
CCCCCC(O)CCC(=O)NNC1=CC(=O)CC(C)(C)C1 (centres undefined)	23%	56%[activator]	2	4	18%	-2%	4%
COc1ccc(C(=O)CSc2nccc(=O)[nH]2)cc1	20%	nt	8	11	12%	4%	-5%
c1ccc2c3c([nH]c2c1)CCNC3	?	46%[activator]	-2	-6	-7%	3%	2%
COc1cc(S(=O)(=O)Nc2cccnc2)ccc1F	4%	40%[activator]	-2	-20	2%	-1%	-6%
O=C(CNS(=O)(=O)c1ccccc1F)NNC(=O)c1ccc(Br)cc1	4%	21%	nt	nt	65%[activator]	-1%	nt
CC(=O)N1CCc2cc(S(=O)(=O)NCC(=O)NCc3ccccc3Cl)ccc21	-14%	9.3µM*	-8	-6	-9%	-8%	-7%
Cc1ccc2c(CN3CCCCC3)cc(=O)oc2c1C	?	?	36*	83	-5%	9%	-1%
CCOC(=O)C1=C(COC(=O)CCc2ccccc2)NC(=O)NC1C (centres undefined)	-24%	-15%	nt	nt	-1%	0%	nt
O=C(C1CCCCC1)N1CCN(c2ccccc2F)CC1	-2%	nt	-1	2	23%	0%	-5%
Cc1ccc(Nc2c(-c3ccc(C)o3)nc3ncccn23)cc1	-10%	5%	21*	54*	-14%	-15%	1%
COc1ccc(N(CC(=O)NC2CCCCC2)C(=O)CCC(=O)Nc2nc(C)cs2)cc1OC	?	-7%	-11	-9	2%	-14%	0%
CCOc1nc(N2CCCCC2)nc(-n2cc(-c3ccccc3)nn2)n1	-16%	-24%	-4	-17	8%	0%	0%
N#Cc1c(NC(=O)c2cc(C3CC3)on2)sc2c1CCC2	nt	-19%	1	-3	0%	-10%	0%
S=C(NCCc1ccccc1)Nc1c(Cl)cccc1Cl	-5%	-10%	1	14	72%[activator]	-16%	11%
Cc1cc(NC(=O)CCC(=O)N(c2ccc(F)cc2)C(C(=O)NC2CCCC2)c2ccc(C)o2)no1 (centres undefined)	9.3µM*	32%[activator]	18	13	0%	5%	14%
CCN(CCCNC(=O)CCc1nc(-c2ccc(C)cc2)no1)c1cccc(C)c1	-7%	?	2	14	-14%	-25%	0%
COc1ccc(N2CCN(CC(=O)Nc3cccc(S(=O)(=O)N4CCOCC4)c3)CC2)cc1	-23%	?	1	-12	?	5%	-6%
O=C1CC(SCc2nc3ccccc3[nH]2)C(=O)N1c1cccc(F)c1 (centres undefined)	5%	0%	-1	-8	25%	-7%	2%
S=C(NCc1ccccc1)NC1CCCc2ccccc21 (centres undefined)	-11%	?	2	-15	10%	4%	4%
O=C(Nc1ccc(OC(F)(F)F)cc1)c1cnc2n(c1=O)CCS2	73%[activator]	37%[activator]	16*	21	2%	3%	2%
COc1ccc(N=C2S/C(=C\c3ccc(C)s3)C(=O)N2CC(C)C)cc1	?	?	1	-8	19%	-1%	-2%
COc1cc(S(=O)(=O)Nc2ncccc2C)c(OC)cc1Cl	5%	nt	-5	-11	24%	-4%	1%
OC[C@H]1OC(O)[C@H](O)[C@@H](O)[C@H]1O (some centres undefined)	1%	6%	-8	-12	-7%	1%	nt
COCc1nc2ccccc2n1Cc1ccccc1Br	?	?	4	61	-3%	0%	7%
O=C(CNC(=O)c1ccco1)NCC(=O)OCc1ccc(Cl)cc1	nt	?	-2	-9	-13%	-3%	4%
O=C(O)CCSc1nnnn1-c1ccccc1	-3%	?	-6	-26	3%	2%	-5%
CCOC(=O)Nc1cc(C)ccc1OC	-20%	-3%	-2	-2	18%	-5%	-5%
CC1CCN(C(=S)c2cn(Cc3cccc(F)c3)c3ccccc23)CC1	?	419%[activator]	3	-17	?	-1%	-3%
CSc1nnc(CCNS(=O)(=O)c2ccc(Br)cc2)n1C	6%	26%	-5	-8	7%	-1%	1%
Nc1cc(N2CCCCCC2)c2nonc2c1[N+](=O)[O-]	6%	-10%	-2	-14	-7%	-10%	9%
COc1ccccc1N/C(=N/S(=O)(=O)c1ccc(C)cc1)c1ccc(Cl)cc1	?	?	3	34	-1%	-1%	-2%
